Bioassay records deposited in PubChem BioAssay by several laboratories.
ABHD5 PLIN5 PPI = ABHD5-PLIN5 interaction inhibitors, primary screen, cell lysate, split luciferase complementation, luminescence; Perilipin-5 (Homo sapiens) + 1-acylglycerol-3-phosphate O-acyltransferase ABHD5 (Homo …; Split G. princeps luciferase complementation, 4 h; inhibition, % at 4 µM; actives 0.78% (n = 360,000); AID 602281, 2012;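 active means inhibition above the mean inhibition across every tested compound plus 3 SD, cut at about 22% in these data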;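 further: 0% = DMSO only wells and the 100% control is not disclosed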
ABCB6 inh MLPCN = ABCB6 transporter inhibitors, primary screen, K562-ABCB6 cells, flow cytometry, MLPCN library | ATP-binding cassette sub-family B member 6 (Homo sapiens), Q9NP58 | K562-ABCB6 porphyrin accumulation, 1 h; hits give low values | fluorescence ratio to DMSO, % at 10 µM | actives 0.19% (n = 360,000) | AID 602162, 2011;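 active means fluorescence ratio to DMSO below 75%, the collection mean minus 3 SD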;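 further: signal is porphyrin accumulated inside mitochondria; 100% equals median channel fluorescence of DMSO control wells; lower ratio means ABCB6 inhibition with less porphyrin fluorescence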
Vif inh = HIV Vif self-association inhibitors, primary screen, imaging, HEK293T, single point; inhibition, % at 7.49 µM; actives 0.35% (n = 340,000); HEK293T cells, Vif self-association by quenched fluorescence, 24 h; in the data active means inhibition above about 50%, passing the limit was not always enough; further: some results filed as inactive read as strong as hits
TLR9-MyD88 inh = inhibitors of TLR9-MyD88 association in cells, primary screen, cell-based, CHO, BLA complementation, fluorescence; Toll-like receptor 9 (Homo sapiens) + Myeloid differentiation primary response protein …; CCF4 FRET ratio; inhibition, % at 4.98 µM; actives 0.21% (n = 340,000);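 active means inhibition above the mean over all tested compounds plus 3 SD, cut at about 21% in these data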;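 further: 0% = DMSO only wells and 100% = clavulanate BLA inhibitor control wells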
MC4R ag barr = MC4R agonists recruiting beta-arrestin, primary screen, cell-based, luminescence, agonist arm of biased-ligand search; U2OS MC4R beta-arrestin complementation; percent of melanotan II response, DMSO zero; actives 0.98% (n = 360,000); Melanocortin receptor 4 (Homo sapiens), P32245; activation, % at 8.9 µM; AID 540308, 2011;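 active means activation above a per-plate cutoff, the mean activation of sample wells on that plate plus 3 SD, cut at about 8% in these data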
Target sequence (P32245 whole entry, looked up): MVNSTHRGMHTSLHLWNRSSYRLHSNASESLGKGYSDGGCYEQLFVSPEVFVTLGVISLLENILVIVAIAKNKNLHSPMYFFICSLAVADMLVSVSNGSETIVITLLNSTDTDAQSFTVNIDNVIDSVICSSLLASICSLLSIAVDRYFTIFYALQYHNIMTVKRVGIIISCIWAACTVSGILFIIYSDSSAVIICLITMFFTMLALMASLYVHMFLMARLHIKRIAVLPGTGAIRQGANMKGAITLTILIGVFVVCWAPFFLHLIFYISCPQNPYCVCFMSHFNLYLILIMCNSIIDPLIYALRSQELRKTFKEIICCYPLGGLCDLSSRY
NOD2-RIPK2 inh = NOD2-RIPK2 binding disruptors in cells, primary screen, fluorescence, CHO cells, BLA complementation; Receptor-interacting serine/threonine-protein kinase 2 (Homo sapiens), O43353; actives 0.38% (n = 360,000); inhibition, % at 4.98 µM; AID 624267, 2012; CCF4 ratio; in the data active means inhibition above about 21%;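 further: 0% = vehicle only and 100% = reference blocker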
Target sequence (O43353 whole entry, looked up): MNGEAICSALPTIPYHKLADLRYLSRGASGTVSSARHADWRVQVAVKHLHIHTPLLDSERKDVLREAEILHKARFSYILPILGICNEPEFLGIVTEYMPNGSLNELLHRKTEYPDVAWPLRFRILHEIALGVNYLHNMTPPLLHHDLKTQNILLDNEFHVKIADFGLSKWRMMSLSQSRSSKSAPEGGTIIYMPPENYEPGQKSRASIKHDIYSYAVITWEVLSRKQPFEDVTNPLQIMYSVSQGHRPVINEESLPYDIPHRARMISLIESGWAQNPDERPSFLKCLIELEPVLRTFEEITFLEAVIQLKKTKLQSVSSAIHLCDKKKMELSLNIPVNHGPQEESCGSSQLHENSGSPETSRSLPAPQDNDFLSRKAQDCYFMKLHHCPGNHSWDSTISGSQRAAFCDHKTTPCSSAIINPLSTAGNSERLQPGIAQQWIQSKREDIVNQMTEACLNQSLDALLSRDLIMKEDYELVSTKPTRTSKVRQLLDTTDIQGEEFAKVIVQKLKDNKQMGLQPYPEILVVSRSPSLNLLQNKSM
MC4R antagonist = MC4R antagonists of cAMP signaling, primary screen, cell-based, TR-FRET, antagonist arm of biased-ligand search. MC4R-expressing cells, MTII-stimulated cAMP, LANCE TR-FRET. inhibition, % at 6.5 µM. actives 0.48% (n = 360,000). AID 540295, 2011;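 active means inhibition above its plate's cutoff, the mean of tested wells on that plate plus 3 SD, cut at about 29% in these data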;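 further: 0% = Melanotan II alone and 100% = Melanotan II plus saturating MCL0020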
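Material: U2OS-MC4R stable cell line | Reagent: Melanotan II challenge after compound preincubation | Doses: One concentration, 6.5 µM nominal | Incubation: 30-min compound preincubation, 1-h Melanotan II challenge, 1-h detection, room temperature | Signal: TR-FRET cAMP assay | Replicates: One well per compound, no replicates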
Exocytosis inh = LAMP-1 surface exposure blockers, TALL-104 cells – cell-based, flow cytometry, MLPCN library, primary screen | actives 0.66% (n = 360,000) | AID 651702, 2012 | TALL-104 LAMP-1 surface exposure; cells stimulated with thapsigargin and PMA | inhibition, % at 10 µM;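 active means inhibition above about 55%, limit read from the data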
aDG glyco act = activators of alpha-DG glycosylation, primary screen, uHTS, Pro5-aDG cells, AlphaScreen | alpha-DG glycosylation AlphaScreen (IIH6); 0% Pro5, 100% B10-LARGE cell signal | activation, % at 10 µM | actives 0.22% (n = 360,000) | AID 624168, 2012;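 active means activation of at least 8% versus controls, or a plate z-score of at least 8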;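 further: Pro5 are CHO cells carrying HIG-tagged alpha-DG that lacks glycosylation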
Glyco luc inh = increase of ERlucT glycosylation luciferase signal, primary screen, N-linked glycosylation inhibitor project, D54 ERlucT cells, luminescence, set 2. D54 ERlucT glycosylation luciferase reporter, 24 h; percent of 100 nM tunicamycin response. reporter increase, % at 12.5 µM. actives 0.23% (n = 360,000). AID 588692, 2011;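 active means mean luciferase reporter signal, scaled so untreated is 0 and the glycosylation-blocking control 100, at or above a set limit in every replicate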;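 further: luciferase carries N-glycosylation sites so blocking glycosylation raises the light; 0% = median of neutral control wells and 100% = median of 100 nM tunicamycin wells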
Numbers without * were called inactive; . = no result given. These rows are one share of the data (hit frequency here may not be typical).

ABHD5 PLIN5 PPI,ABCB6 inh MLPCN,Vif inh,TLR9-MyD88 inh,MC4R ag barr,NOD2-RIPK2 inh,MC4R antagonist,Exocytosis inh,aDG glyco act,Glyco luc inh,Molecule
5,99,-6,-12,-1.4,2,11,2,0.0,-2,COc1ccc(NC(=O)CSc2nc3ccc(Nc4nc(N5CCOCC5)nc(N5CCOCC5)n4)cc3s2)cc1
-3,126,-5,-2,-2.9,-8,7,-4,-0.1,2,Cc1ncc(CN2CCN(Cc3ccccc3)C(CCO)C2)s1 (configuration not stated)
-3,102,11,-3,1.5,-3,17,-10,0.0,0,CCc1ccccc1NC(=O)C1CCN(c2cnccn2)CC1
-8,96,-8,4,-1.2,4,11,-2,0.1,1,CCOC(=O)N1CCN(C(=O)c2cc3cc(Cl)ccc3[nH]2)CC1
-5,95,.,-14,1.2,-18,8,4,0.2,-9,CCOc1ccc(NC(=O)C(C)Oc2ccccc2C(=O)Nc2ccc(C)c(Cl)c2)cc1 (configuration not stated)
-5,110,-1,-5,-0.5,0,6,-2,-0.2,0,CC(C)(C)C1CCc2onc(C(=O)N3CCOCC3)c2C1 (configuration not stated)
4,98,-10,-2,2.4,6,11,-1,0.3,-4,CCOC(=O)c1sc(Nc2ccccc2Cl)nc1C
-1,100,-3,-5,-1.3,3,-9,29,0.1,2,O=C(N/N=C\c1ccc(-c2ccc([N+](=O)[O-])cc2)o1)C1COc2ccccc2O1 (configuration not stated)
1,96,6,7,-2.9,8,12,2,0.2,3,O=C(N=NC(=O)c1ccc2c(O)n(C3CCCCC3)c(O)c2c1)c1cccnc1
-2,99,11,-2,-0.3,-16,-2,0,-0.5,0,CCn1cc([N+](=O)[O-])c(C(=O)Nc2ccc(Br)cn2)n1
3,99,.,-43,1.1,-3,5,2,0.0,1,CCOC(=O)c1ccccc1NC(=O)N[C@@H](C)C(=O)OC
4,108,-3,2,-1.6,2,-2,-2,0.0,0,CCC(C)(C)NC(=O)C(OC(=O)c1ccco1)c1ccccc1F (configuration not stated)
-13,94,-3,7,-1.1,4,3,-6,1.6,-1,COc1ccccc1NC(=O)Nc1nc(C(C)(C)C)cs1
-5,103,-5,5,-2.1,2,11,13,-0.1,1,COCCCNC(=O)C1CCN(S(=O)(=O)c2ccc3nc4c(c(C(=O)O)c3c2)CCCCC4)CC1
0,99,7,4,-0.4,-11,9,-2,0.1,0,Cc1ccc(S(=O)(=O)N2CCOCC2)cc1NC(=O)CNC1CCCC1
5,97,.,.,.,-8,.,6,0.2,.,CC(C)(C)n1nnnc1C(c1cc2ccccc2o1)N1CCN(C(=O)OCc2ccccc2)CC1 (configuration not stated)
1,97,1,1,-4.7,-8,3,-1,-0.3,0,CC(=O)Nc1ccc(NC(=O)COc2ccc(S(=O)(=O)NC(C)c3ccccc3)cc2)cc1 (configuration not stated)
1,107,19,6,0.6,-11,1,4,0.1,1,COc1ccc(CN(C)C(=O)COC(=O)c2ccc3c(c2)OCO3)cc1OC
-1,99,-1,-1,0.7,14,17,5,0.0,1,CCC(=O)Nc1ccc(C(=O)NNC(=O)COc2cccc(C)c2)cc1
6,99,1,-5,-0.8,-21,10,2,0.0,1,Cc1cc(C(=O)N2CCN(c3ccc([N+](=O)[O-])cc3)CC2)n[nH]1
6,102,-1,-2,-2.4,-2,-3,-1,-0.1,-1,Cc1cc[n+](CC(=O)c2ccc(NC(=O)c3ccccc3)cc2)c2ccccc12
0,103,1,4,-2.4,8,-1,8,0.2,-7,Cc1nc2c3ccccc3nc(SCC(=O)N3CC(C)CC(C)C3)n2n1 (configuration not stated)
3,96,-6,5,-2.0,-4,3,1,0.0,3,Cc1cc(=O)[nH]c(SCc2cn3ccccc3n2)n1
1,96,-6,-10,-1.3,-4,-1,-12,0.0,-3,C=CCNCc1cc(=O)n2c(-c3ccccc3)csc2n1
-2,102,-4,-16,0.7,-6,9,-1,3.0,0,Cc1ccc(S(=O)(=O)N2CCC(C(=O)N[C@@H](C)C(=O)NCc3ccccc3)CC2)cc1
-5,94,-2,-5,1.0,-5,-2,6,-0.3,2,Cc1cc(C)c2nc(N3CCCC(C(=O)N4CCN(c5ncccn5)CC4)C3)sc2c1 (configuration not stated)
9,99,8,4,3.6,-13,4,15,-0.2,0,CCC(C)NC(=O)c1cn(CC)c2ccc(S(=O)(=O)N3CCCCCC3)cc2c1=O (configuration not stated)
5,94,-5,-7,-0.9,-2,-7,-4,0.1,1,CSCCC(NC(=O)COc1ccccc1)C(=O)N1CCCC(C)C1 (configuration not stated)
-1,97,-1,-11,0.0,2,6,1,1.0,-1,Cc1nnsc1C(=O)N/N=C/c1c(F)cccc1Cl
-6,100,-2,-7,-0.8,-5,-1,2,0.0,3,O=S(=O)(c1ccc(F)cc1)N1CCN=C1SCc1cccnc1

Copied from the results shown (9 entries):
ABHD5 PLIN5 PPI,ABCB6 inh MLPCN,Vif inh,TLR9-MyD88 inh,MC4R ag barr,NOD2-RIPK2 inh,MC4R antagonist,Exocytosis inh,aDG glyco act,Glyco luc inh,Molecule
0,103,1,4,-2.4,8,-1,8,0.2,-7,Cc1nc2c3ccccc3nc(SCC(=O)N3CC(C)CC(C)C3)n2n1 (configuration not stated)
3,96,-6,5,-2.0,-4,3,1,0.0,3,Cc1cc(=O)[nH]c(SCc2cn3ccccc3n2)n1
1,96,-6,-10,-1.3,-4,-1,-12,0.0,-3,C=CCNCc1cc(=O)n2c(-c3ccccc3)csc2n1
-2,102,-4,-16,0.7,-6,9,-1,3.0,0,Cc1ccc(S(=O)(=O)N2CCC(C(=O)N[C@@H](C)C(=O)NCc3ccccc3)CC2)cc1
-5,94,-2,-5,1.0,-5,-2,6,-0.3,2,Cc1cc(C)c2nc(N3CCCC(C(=O)N4CCN(c5ncccn5)CC4)C3)sc2c1 (configuration not stated)
9,99,8,4,3.6,-13,4,15,-0.2,0,CCC(C)NC(=O)c1cn(CC)c2ccc(S(=O)(=O)N3CCCCCC3)cc2c1=O (configuration not stated)
5,94,-5,-7,-0.9,-2,-7,-4,0.1,1,CSCCC(NC(=O)COc1ccccc1)C(=O)N1CCCC(C)C1 (configuration not stated)
-1,97,-1,-11,0.0,2,6,1,1.0,-1,Cc1nnsc1C(=O)N/N=C/c1c(F)cccc1Cl
-6,100,-2,-7,-0.8,-5,-1,2,0.0,3,O=S(=O)(c1ccc(F)cc1)N1CCN=C1SCc1cccnc1

The list goes on.
ABHD5 PLIN5 PPI,ABCB6 inh MLPCN,Vif inh,TLR9-MyD88 inh,MC4R ag barr,NOD2-RIPK2 inh,MC4R antagonist,Exocytosis inh,aDG glyco act,Glyco luc inh,Molecule
0,101,0,5,-3.1,-12,9,0,3.0,1,C[C@H](NC(=O)[C@@H]1Cc2ccccc2CN1C(=O)OC(C)(C)C)C(=O)NC1CCCC1
-3,97,-17,-2,-1.8,-10,1,-2,-0.1,3,CCc1cc2c(=O)c(-c3nc4ccccc4n3C)c(C)oc2c(CN2CCCCC2)c1O
-1,101,-6,0,-0.4,-7,2,-4,0.1,-1,CCNC(=O)N1CCC(n2nccc2NC(=O)CCCc2ccccc2)CC1
-12,88,9,-8,2.6,-7,-23,5,0.4,8,O=C(NCc1ccc2c(c1)OCO2)C1CC(c2ccc(Cl)c(Cl)c2)=NO1 (configuration not stated)
-4,93,-6,6,-0.6,-4,-4,-1,-0.3,3,COc1ccccc1C(=O)NC(CCSC)C(=O)NNC(=O)c1ccc(F)cc1 (configuration not stated)
2,101,-6,6,-2.3,-3,9,0,0.0,3,C[C@H](CO)N1C[C@H](C)[C@@H](CN(C)S(C)(=O)=O)Oc2ccc(NS(=O)(=O)c3cn(C)cn3)cc2C1=O
-9,100,-2,.,.,10,.,0,0.2,-3,CCOC(=O)c1ccc(Nc2ccc(C(C)=O)cc2)cc1
-4,79,3,-4,-2.1,-8,1,-3,0.0,3,O=C(C1CCC1)N1CCc2cc(S(=O)(=O)N3CCN(c4ccccn4)CC3)ccc21
0,96,-7,0,-1.8,0,-2,6,0.0,0,COc1ccc(OC)c(C2Nc3nc4ccccc4n3C(C)=C2C(=O)Nc2ccc(C)cc2C)c1 (configuration not stated)
4,90,-13,0,-0.5,1,-1,3,0.3,-2,Cc1nn(C)c(C)c1NC(=O)COc1ccc(Cl)cc1
-4,104,11,3,-0.7,1,0,-8,0.1,3,COC(=O)c1cc(OC)c(OC)cc1-n1cnc2cc(OC)c(OC)cc2c1=O
-16,99,-4,7,-2.1,-5,28,-10,0.0,2,O=c1cc(Cl)[nH]c(=O)n1Cc1ccccc1
1,98,5,-9,1.8,-8,2,8,0.3,-5,Cc1cc(=O)n(C)c(=O)n1CCCCCCN1CCCC1
-4,96,19,-4,-0.1,-3,-2,3,0.0,1,Cn1ncc(Cl)c(Oc2ccccc2)c1=O
-5,93,0,-1,-1.3,-12,-1,2,0.1,3,CCc1cc(C(=O)N2CCN(c3ccccc3OC)CC2)sc1C
-3,97,-5,0,-1.5,-4,0,2,0.1,1,O=C(NCC(c1ccco1)N1CCOCC1)c1ccc(F)cc1 (configuration not stated)
-6,100,-21,-9,0.8,-9,17,1,-0.2,1,CCOC(=O)Cc1c(C)c2c(C)[nH]nc2oc1=O
-2,87,-7,-6,-4.0,-12,15,8,-0.1,-5,COc1cccc(NC(=O)CN(C)C(=O)/C=C/c2cn(-c3ccccc3)nc2-c2ccc(C)cc2)c1
2,103,7,-6,-1.4,1,5,0,0.1,5,NC(=S)N/N=C/c1ccc2c(c1)OCCO2
-6,94,-3,5,-5.8,1,11,1,-0.1,-1,Cn1c(=O)c(=O)n(C)c2cc(S(=O)(=O)NCc3ccc(Cl)cc3)ccc21
2,95,1,-4,-2.6,1,12,-2,0.0,1,CN(C(=O)c1cccc(NC(=O)Cc2ccc(NC(=O)C3CCCN(C(=O)C4CCC4)C3)cc2)c1)C1CCC1 (configuration not stated)
